Assay outcomes (PubChem BioAssay)
ERAP1 inh – ERAP1 (human) enzyme inhibition; 0.15% of 340,000 active; recombinant ERAP1, Leu-AMC fluorescence, 60 min; inhibition, % at 10.7 µM;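 active means mean replicate inhibition of at least 30%, or all replicates individually reaching that 30% level; inactive means mean below 30% and not every replicate reaching it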;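 further: 0% = neutral control wells and 100% = L-leucinethiol positive control wells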
SIRT5 inh – sirtuin-5 (human) deacylase inhibition | inhibition, % at 15 µM | 1.1% of 330,000 active | Q9NXA8 | Purified SirT5, succinyl-peptide AMC, trypsin-coupled fluorescence; in the data active means inhibition above about 15%
Target sequence (Q9NXA8 whole entry, looked up): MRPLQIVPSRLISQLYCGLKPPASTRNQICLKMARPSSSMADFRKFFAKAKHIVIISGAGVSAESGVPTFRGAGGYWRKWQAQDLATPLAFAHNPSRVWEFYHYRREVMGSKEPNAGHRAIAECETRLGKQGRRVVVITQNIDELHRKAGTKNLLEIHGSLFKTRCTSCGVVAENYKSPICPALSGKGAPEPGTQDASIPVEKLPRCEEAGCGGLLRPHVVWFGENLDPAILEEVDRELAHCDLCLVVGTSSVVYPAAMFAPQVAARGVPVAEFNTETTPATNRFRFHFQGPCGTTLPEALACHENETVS
PGC1a acetyl inh – modulators of PGC1a acetylation. U2OS PGC1a acetylation, AlphaScreen anti-acetyl-lysine; with virally co-expressed GCN5 acetyltransferase. inhibition, % at 15.6 µM. 0.17% of 350,000 active;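 active means every replicate shows inhibition of at least 40%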;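 further: 0% = neutral control wells and 100% = positive control wells; some results beyond the cut were filed as inactive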
Cneo AK release – causes C. neoformans cell lysis | adenylate kinase release luminescence, 4 h; normalised: neutral wells 0, clomiphene wells 100 | lysis activity, % at 15 µM | 0.2% of 360,000 active | AID 651654;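 active means mean lysis activity across replicates of at least 80%, whatever share of replicates individually reach that level; inactive means mean lysis activity below 80%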
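Material: C. neoformans cells | Amount: Yeast cell density of 5 × 10^6 cells/mL | Medium: Fresh YPD growth medium | Dosing: Single dose | Times: Static 4 h at 37 °C with compound, 1 h detection | Detection: AK luminescence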
XiGFP reactiv – X-chromosome reactivation activator. XiGFP mouse fibroblasts, % GFP-positive cells imaging, 3 d; cells co-treated with 5-aza-dC sensitizer; scaled so ellipticine positive control = 100%. activation, % at 7.58 µM. 0.055% of 360,000 active;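 active means mean normalized replicate activation at least 10% and every replicate at or above 10%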;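 further: 0% = median of on-plate neutral control wells and 100% = ellipticine 6 µM median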
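assay system = SV40-immortalized XiGFP fibroblast cells, line 68-5-11 | buffer or medium = DMEM plus 5-aza-dC sensitizer | doses = single-point pinned compound dosing | times = 3-day compound exposure, then 15 min fixation at room temperature | benchmarks = positive control ellipticine, 6 µM final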
Statin myotox sup – protects C2C12 myotubes from simvastatin toxicity; 0.78% of 330,000 active; rescue of ATP level, % at 7.49 µM; ATP luminescence, 48 h; scaled: DMSO 0, geranylgeraniol control 100;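 active means mean ATP rescue above about 67%, or every replicate alone reaching that limit, limit read from the data, passing the limit was not always enough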;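 further: myotubes were challenged with 10 µM simvastatin during compound exposure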
S100A4 MyoIIA – blocks human S100A4 binding to myosin IIA peptide; P26447; S100A4/TAMRA-MyoIIA peptide fluorescence polarization; inhibition, % at 10.7 µM; 0.14% of 360,000 active; AID 652163;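 active means mean inhibition of at least 70% across replicates, with every replicate also reaching that level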
Target sequence (P26447 whole entry, looked up): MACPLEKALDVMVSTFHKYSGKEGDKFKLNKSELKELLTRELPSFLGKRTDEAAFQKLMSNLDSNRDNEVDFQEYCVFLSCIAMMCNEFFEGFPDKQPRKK
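Test system: S100A4 monomer protein. Medium: HEPES buffer with Ca2+, pH 7.2. Reagent: fluorescent myosin IIA peptide, 5 nM. Compound dosing: single-point compound testing. Timing: 5 min between mix addition and reading. Benchmarks: DMSO neutral and TFP positive wells.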
LGR2 inh – inhibitors of bursicon-induced Drosophila LGR2 receptor cAMP signaling; HEK293 LGR2, CRE-luciferase, bursicon-stimulated, 4 h; inhibition, % at 9.99 µM; 0.35% of 380,000 active; AID 720647;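 active means drop in luminescence signal, shown as inhibition above about 50% in the replicate tests, limit read from the data, passing the limit was not always enough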;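 further: agonist challenge used bursicon conditioned medium at about half maximal strength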
The depositor's hits bear a star; . = no result given. An excerpt; rates above refer to the full screens.

SMILES	ERAP1 inh	SIRT5 inh	PGC1a acetyl inh	Cneo AK release	XiGFP reactiv	Statin myotox sup	S100A4 MyoIIA	LGR2 inh
O=C(Nc1cccc(-c2csc(Nc3ccccc3)n2)c1)c1ccccc1	1	2	-13	-25	1.0	-49	-1	-26
COc1ccc2c3c(n(C)c2c1)[C@@H](CO)N(C(C)=O)CC31CCN(C(=O)NC(C)C)CC1	-1	0	7	.	0.3	.	7	0
COc1ccc(CNC(=O)Nc2ccc(C)cc2C)cc1	0	2	3	3	0.2	4	0	14
O=C(O)c1cccc(NS(=O)(=O)c2ccc(-c3ccc(S(=O)(=O)Nc4cccc(C(=O)O)c4)cc3)cc2)c1	-17	0	.	.	0.0	.	7	13
COCC(=O)N(C)C[C@@H]1Oc2ncc(C3=CCCCC3)cc2C(=O)N([C@H](C)CO)C[C@H]1C	1	0	6	0	0.7	6	2	7
COc1ccc(NC(=O)N(C)C[C@@H]2Oc3c(NC(=O)Nc4ccc(F)cc4)cccc3C(=O)N([C@H](C)CO)C[C@H]2C)cc1	1	0	-4	47	-1.1	23	18	-18
CCC1(C)Cc2c(sc3c2c(=O)n(C)c2nnc(SCc4ccc5c(c4)OCO5)n32)CO1 (configuration not stated)	.	.	0	0	.	-15	.	18
COCCNc1nc(NCc2cccc(OC)c2)c2sc(-c3ccccc3)cc2n1	7	-2	.	1	-0.1	-17	1	-5
Cc1noc(C)c1S(=O)(=O)Nc1ccc2c(c1)C(=O)N([C@H](C)CO)C[C@H](C)[C@@H](CN(C)S(=O)(=O)c1ccc(Cl)cc1)O2	2	1	7	0	-0.6	.	-3	9
Cc1cccc(NC(=O)c2ccc(Cl)nc2)n1	0	5	2	-1	-0.1	.	2	2
CC(=O)C(C)n1cnc2scc(-c3ccc(C)cc3)c2c1=O (configuration not stated)	2	4	.	-1	0.1	13	14	-2
CC1c2cccn2CCN1S(=O)(=O)c1ccccc1 (configuration not stated)	-1	1	-1	1	0.1	-3	-2	-24
CCCOc1ccccc1/C=N/Nc1ccnc(=O)[nH]1	1	-2	7	12	-0.1	-3	-1	-3
COc1ccc(OC)c(CN2CCN(Cc3cc(=O)oc4cc(O)ccc34)CC2)c1	-62	-30	.	-1	0.3	-7	-3	-10
COc1cccc(CN(C)C(=O)C2CCN(S(=O)(=O)c3ccc(C)cc3)CC2)c1OC	-4	-2	.	3	0.0	0	-3	0

In a second layout: entries from further up.
The line under a structure holds: ERAP1 inh | SIRT5 inh | PGC1a acetyl inh | Cneo AK release | XiGFP reactiv | Statin myotox sup | S100A4 MyoIIA | LGR2 inh
- COc1cccc(CN(C)C(=O)C2CCN(S(=O)(=O)c3ccc(C)cc3)CC2)c1OC
  -4 | -2 | . | 3 | 0.0 | 0 | -3 | 0
- COCCNc1nc(NCc2cccc(OC)c2)c2sc(-c3ccccc3)cc2n1
  7 | -2 | . | 1 | -0.1 | -17 | 1 | -5
- COc1ccc(OC)c(CN2CCN(Cc3cc(=O)oc4cc(O)ccc34)CC2)c1
  -62 | -30 | . | -1 | 0.3 | -7 | -3 | -10

The list continues.
SMILES	ERAP1 inh	SIRT5 inh	PGC1a acetyl inh	Cneo AK release	XiGFP reactiv	Statin myotox sup	S100A4 MyoIIA	LGR2 inh
COc1ccc(N(CC(=O)N/N=C/c2ccc(OC3CSC3)cc2)S(=O)(=O)c2ccccc2)cc1	3	-4	.	.	-0.1	.	1	-2
CCc1ccc(-c2cc3c(=O)n(CC(=O)NCCN4CCCCC4C)nc(C)n3n2)cc1 (configuration not stated)	-2	-2	-5	0	0.1	4	-3	2
Cc1oc(-c2ccoc2)nc1CN(Cc1ccccc1)CC1CC1	2	-1	.	1	-0.1	5	-3	29
CCOC(=O)/C(C)=C1\NC(C)(C)Cc2ccccc21	10	-11	-9	1	0.2	.	-5	.
Cc1sc2ncnc(SCC(=O)N3c4ccccc4Sc4ccc(Cl)cc43)c2c1C	-1	3	.	.	0.2	.	-3	.
COc1ccc(OC)c(CC(=O)Nc2ccc3c(c2)c(=O)n(C)n3Cc2cccc(C(F)(F)F)c2)c1	-3	.	36	0	0.0	-23	-3	7
O=C(NCc1cccnc1)Nc1ccc(Br)cc1Cl	-1	-1	.	-2	0.3	.	-6	-11
COc1ccccc1/C=C/C(=O)Nc1ccc(N2CCOCC2)cc1	0	-2	-3	-1	0.0	-2	-3	-16
C[C@@H]1CN([C@@H](C)CO)C(=O)c2cc(N(C)C)ccc2O[C@@H]1CN(C)C(=O)NC1CCCCC1	-1	-3	-10	-1	-0.1	-25	0	-8
CCOC(=O)c1ccc2c(c1)N(Cc1ccccc1C)C(=O)c1ccccc1S2=O (configuration not stated)	.	.	11	0	.	-38	.	-20
COc1ccccc1N1CCN(c2cc(=O)n(Cc3ccc(F)cc3)c(=O)[nH]2)CC1	-5	5	-5	-2	1.1	-13	2	12
COC(=O)c1sc(S(=O)(=O)Nc2c(C)nn(C)c2C)c(C(=O)OC)c1C	1	-4	-9	-2	0.0	-24	0	3
COc1ccc(N2CCN(CCNC(=O)c3c(C)cc(=O)oc3C)CC2)cc1	.	.	6	0	.	7	.	9
O=[N+]([O-])c1cccc(S(=O)(=O)NCC2CC3CCC2C3)c1 (configuration not stated)	2	-2	-12	-2	0.0	-6	-7	1
CCNC(=O)C[C@H]1CC[C@@H]2[C@H](COc3ccc(NC(=O)Nc4cccc(C)c4)cc3C(=O)N2C)O1	2	1	-2	1	0.0	2	5	12

An excerpt from above with just ERAP1 inh, SIRT5 inh and XiGFP reactiv:
Molecule,ERAP1 inh,SIRT5 inh,XiGFP reactiv
COc1ccccc1N1CCN(c2cc(=O)n(Cc3ccc(F)cc3)c(=O)[nH]2)CC1,-5,5,1.1
COC(=O)c1sc(S(=O)(=O)Nc2c(C)nn(C)c2C)c(C(=O)OC)c1C,1,-4,0.0

Later entries
SMILES	ERAP1 inh	SIRT5 inh	PGC1a acetyl inh	Cneo AK release	XiGFP reactiv	Statin myotox sup	S100A4 MyoIIA	LGR2 inh
CCCNC(=O)C[C@H]1CC[C@@H]2[C@H](COc3ccc(NC(=O)Cc4ccccc4)cc3C(=O)N2C)O1	-2	1	2	0	0.0	1	-7	-3
Cc1cc(C)nc(NS(=O)(=O)c2ccc(NC(=O)C(C)C)cc2)n1	8	-1	5	-3	0.0	23	-2	.
O=C(NCC(c1ccc(F)cc1)N1CCOCC1)c1cccnc1Sc1ccccc1 (configuration not stated)	-3	0	10	-1	0.0	-1	-9	-2
CCCCNC1=CC(=O)C(NCCCC)=CC1=O	-4	8	-2	0	-0.1	-1	-3	15
O=[N+]([O-])c1ccc(CN2CCC(Cc3ccccc3)CC2)cc1	-3	-9	-10	2	0.1	13	-1	-1
CCOc1ccc(C(=O)NNC(=O)C2CC(=O)N(c3ccc(C)cc3)C2)cc1 (configuration not stated)	-1	-1	.	1	0.1	1	-6	-11
Cc1ccc(C(=O)Nc2cccnc2)cc1S(=O)(=O)N1CCCCCC1	-3	0	-3	-2	0.0	-2	-2	7
CCCn1cnc2c(SCc3ccccc3Cl)nc(N)nc21	-3	-2	9	-1	0.0	1	-6	-37
C/C(=C/c1ccccc1)C(=O)N1CCN(c2ccccc2)CC1	-1	-1	9	-2	-0.1	1	-5	-26
C[C@H]1CN([C@@H](C)CO)C(=O)c2cc(NC(=O)C3CC3)ccc2O[C@@H]1CN(C)Cc1ccc(C(F)(F)F)cc1	-5	0	-1	-7	0.1	4	9	-5
Cc1noc(C)c1NC(=O)Nc1ccc2c(c1)C(=O)N([C@H](C)CO)C[C@H](C)[C@@H](CN(C)C(=O)c1ccccc1)OCCCC[C@H](C)O2	-1	-4	0	1	0.0	.	10	-24
C/C=C/c1ccc([C@@H]2[C@@H](CO)N(C(C)=O)[C@H]2CN(CC)C(=O)CC)cc1	.	.	4	2	0.0	8	.	4
C[C@@H]1CN([C@@H](C)CO)C(=O)CCCn2cc(nn2)CO[C@@H]1CN(C)CC1CCCCC1	0	-2	-6	-2	-0.1	-21	-8	-1
O=C(NC1CCCCC1)[C@@H]1CC=C[C@@H]2CCN(C3CCCCC3)C(=O)[C@@H]21	0	-3	5	1	-0.1	8	4	7
O=C(c1cc([N+](=O)[O-])ccc1Cl)N1CCN(c2ccccn2)CC1	-1	-2	-3	5	-0.2	-8	-11	.
COc1ccc2c3c(n(C)c2c1)[C@@H](CO)N(C)CC31CCN(S(=O)(=O)c2cccs2)CC1	2	.	13	.	0.1	.	-1	8
Cc1cc(C(=O)N(C)C2CCCCC2)no1	1	-1	10	-1	0.1	8	-6	1
COCCNC[C@H]1[C@H](c2ccccc2)[C@H](CO)N1c1nc(C)c(C)s1	-5	2	-24	-11	0.2	0	-5	-3
COc1ccc(S(=O)(=O)Nc2cccc(C)c2C)c2cccnc12	1	4	.	0	0.1	-1	-2	4
O=C(Nc1cccc2ccccc12)N(c1ccccc1)c1ccccc1	-1	-4	-7	.	0.1	4	2	-14
CCCCN(C(=O)c1c(C)[nH]c(C(=O)OCC)c1C)c1ccccc1	.	.	17	-1	.	-18	.	-3
CO[C@@H]1CN(C)C(=O)c2cc(NC(C)=O)ccc2OC[C@H](C)N(C(=O)c2ccccc2)C[C@H]1C	-1	-1	.	3	0.0	-3	10	-7
O=C(CNC(=O)c1ccco1)N/N=C/c1ccc(O)cc1O	-1	2	-1	-5	0.0	-7	-2	14
O=C(CN1C(=O)COc2ccc(S(=O)(=O)N3CCOCC3)cc21)NCc1ccco1	0	-6	4	.	0.1	.	7	-1
O=C(NC(C(=O)c1ccccc1)N1CCCCCC1)c1ccco1 (configuration not stated)	-6	-2	.	.	2.0	.	-3	.
O=C(COC(=O)c1ccccn1)Nc1cccc2ccccc12	-2	-2	.	2	0.0	4	-2	10
Cc1noc(C)c1S(=O)(=O)N(C)C[C@H]1Oc2ccc(NC(=O)Cc3cn(C)c4ccccc34)cc2CC(=O)N([C@H](C)CO)C[C@H]1C	1	6	3	0	-0.9	-17	-6	-15
Cn1c(=O)c2cc(S(=O)(=O)Nc3cc(C(=O)O)cc(C(=O)O)c3)ccc2n(C)c1=O	-1	-2	.	.	0.0	.	-6	0

Reprinted at random: 5 records from the list
SMILES	ERAP1 inh	SIRT5 inh	PGC1a acetyl inh	Cneo AK release	XiGFP reactiv	Statin myotox sup	S100A4 MyoIIA	LGR2 inh
Cc1noc(C)c1S(=O)(=O)N(C)C[C@H]1Oc2ccc(NC(=O)Cc3cn(C)c4ccccc34)cc2CC(=O)N([C@H](C)CO)C[C@H]1C	1	6	3	0	-0.9	-17	-6	-15
COCCNC[C@H]1[C@H](c2ccccc2)[C@H](CO)N1c1nc(C)c(C)s1	-5	2	-24	-11	0.2	0	-5	-3
Cn1c(=O)c2cc(S(=O)(=O)Nc3cc(C(=O)O)cc(C(=O)O)c3)ccc2n(C)c1=O	-1	-2	.	.	0.0	.	-6	0
O=C(Nc1cccc2ccccc12)N(c1ccccc1)c1ccccc1	-1	-4	-7	.	0.1	4	2	-14
O=C(CN1C(=O)COc2ccc(S(=O)(=O)N3CCOCC3)cc21)NCc1ccco1	0	-6	4	.	0.1	.	7	-1

3 compounds out of the list, arranged by count of non-hydrogen atoms, descending.
SMILES	ERAP1 inh	SIRT5 inh	PGC1a acetyl inh	Cneo AK release	XiGFP reactiv	Statin myotox sup	S100A4 MyoIIA	LGR2 inh
COCCNC[C@H]1[C@H](c2ccccc2)[C@H](CO)N1c1nc(C)c(C)s1	-5	2	-24	-11	0.2	0	-5	-3
O=C(NC(C(=O)c1ccccc1)N1CCCCCC1)c1ccco1 (configuration not stated)	-6	-2	.	.	2.0	.	-3	.
Cc1cc(C(=O)N(C)C2CCCCC2)no1	1	-1	10	-1	0.1	8	-6	1
